Compound activity: PubChem BioAssay, The Scripps Research Institute Molecular Screening Center
TbREL1 inh = TbREL1 inhibition, primary screen | P86926 | TbREL1 RNA ligation, FRET fluorescence | inhibition, % at 9.66 µM | actives 0.49% (n = 89,000) | AID 1117264;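 active = inhibition above the mean inhibition across all screened compounds plus 3 SD, cut at about 11% in these data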;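 note: 0% = plate median of test wells and 100% = NSC42067 control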
Target sequence (P86926 whole entry, looked up): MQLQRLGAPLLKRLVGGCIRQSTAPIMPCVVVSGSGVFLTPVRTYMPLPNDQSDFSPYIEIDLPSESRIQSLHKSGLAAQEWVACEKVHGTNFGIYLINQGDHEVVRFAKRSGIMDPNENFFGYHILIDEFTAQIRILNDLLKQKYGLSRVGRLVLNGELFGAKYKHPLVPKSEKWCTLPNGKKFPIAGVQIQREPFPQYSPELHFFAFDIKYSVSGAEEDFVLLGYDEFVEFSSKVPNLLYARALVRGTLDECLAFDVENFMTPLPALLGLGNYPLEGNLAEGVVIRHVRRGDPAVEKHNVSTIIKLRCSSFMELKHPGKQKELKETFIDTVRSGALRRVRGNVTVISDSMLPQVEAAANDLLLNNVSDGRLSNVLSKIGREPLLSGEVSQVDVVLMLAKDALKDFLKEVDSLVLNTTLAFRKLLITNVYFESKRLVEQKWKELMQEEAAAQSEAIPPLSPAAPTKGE
* marks the source's active call; other numbers are inactive results. Not all compounds are listed; rates above refer to the full screens.

Start of the data: the first five entries, ahead of the listing:
TbREL1 inh	canonical_smiles
-2.2	Cc1ccc(NC(=O)CSc2sc3c(O)cc(=O)[nH]c3c2C#N)cc1C
3.7	O=C(CSc1nnc(COc2ccc(Cl)cc2)o1)NC1CC2CCC1C2 (stereo unspecified)
1.9	CC(C)c1ccc(/C=N/NC(=O)C2CCCC2)cc1
-1.6	CCOC(=O)c1ccc2c(c1)N(CC(=O)N1CCCCC1)C(=O)C(C)(C)O2
1.0	Cc1ccc(CSc2nnc(-c3ccco3)o2)cc1

Results, from the start:
TbREL1 inh	canonical_smiles
-2.2	Cc1ccc(NC(=O)CSc2sc3c(O)cc(=O)[nH]c3c2C#N)cc1C
3.7	O=C(CSc1nnc(COc2ccc(Cl)cc2)o1)NC1CC2CCC1C2 (stereo unspecified)
1.9	CC(C)c1ccc(/C=N/NC(=O)C2CCCC2)cc1
-1.6	CCOC(=O)c1ccc2c(c1)N(CC(=O)N1CCCCC1)C(=O)C(C)(C)O2
1.0	Cc1ccc(CSc2nnc(-c3ccco3)o2)cc1
2.5	CCOc1ccc(N(CC(=O)NC2CCCCC2)C(=O)CCC(=O)Nc2nccs2)cc1
3.1	CCC(CO)n1cnnc1-c1ccncc1 (stereo unspecified)
-4.8	CCCCN1C(=O)C(CC(=O)NCCc2ccccn2)CC(C(=O)N(CC)CC)=C1C (stereo unspecified)
1.9	CCOC(=O)CSc1[nH]c(=O)cc(C)c1C#N
-0.6	Cc1cc(C)n(-c2ccc(C(=O)N3CCN(S(=O)(=O)c4cccc(Br)c4)CC3)cc2)n1
1.5	O=C(CCS(=O)(=O)c1ccccc1)OCc1ccc([N+](=O)[O-])cc1
3.3	Cc1ccc(NS(=O)(=O)c2ccc(NC(=O)c3ccc(-c4ccccc4)cc3)cc2)c(C)c1
-5.2	CN1CCN(C(=O)c2cc3c(s2)-c2ccccc2S(=O)(=O)C3)CC1
5.2	C/C=C/C(=O)Nc1cccc(C2=NOC3(C2)C[C@H](C(N)=O)N(C(=O)/C=C/C)C3)c1 (stereo partly specified)
8.4	COc1ccc(Cl)cc1C(=O)NNC(=O)CN1C(=O)C2CC=CCC2C1=O (stereo unspecified)
-0.5	CCCc1nc2oc3cc(OC)ccc3c(=O)c2c(=O)n1Cc1ccco1
2.0	Cc1ccc(C(=O)OCC(=O)NCc2cccc(Cl)c2)cc1S(=O)(=O)N1CCCCC1
-1.1	CCOC(=O)C1CCCN(C(=O)CCC(=O)Nc2ccc3nc(N4CCOCC4)cc(C)c3c2)C1 (stereo unspecified)
1.9	CCN(CC)S(=O)(=O)c1ccc(S(=O)(=O)N2CCN(CCC#N)CC2)cc1
-3.2	Cc1occc1-c1nnc(SCC(=O)c2ccc(F)cc2)n1Cc1ccco1
1.4	CCOC(=O)CSc1nnc(-c2ccncc2)o1
4.1	COCCN(CCOC)C(=O)c1cc2c(=O)n3ccccc3nc2s1
6.5	CC1CCC2(CC1)CCC2NCc1ccc(Cl)c(Cl)c1 (stereo unspecified)
15.6*	C=CCNCCOCCOc1ccc(Cl)cc1C(C)(C)C
-0.4	O=c1c2cn[nH]c2[nH]c(=S)n1-c1cccc2ccccc12
-3.4	COc1ccccc1N1CCN(S(=O)(=O)CCNC(=O)C2CCCC2)CC1
4.0	CC(NS(=O)(=O)OCC(Cl)(Cl)Cl)c1ccc(Br)cc1 (stereo unspecified)
2.3	CC[C@@H]1C=C(C(=O)O)[C@H](c2ccc(OC)c(OC)c2)N1S(=O)(=O)c1ccc(C)cc1
-0.3	CC1(C(=O)NCc2cccc(Cl)c2)Cc2c(-c3cccc(C(N)=O)c3)ccnc2O1 (stereo unspecified)
-1.4	CC(Sc1nc2ccccc2c(=O)n1C)C(=O)Nc1ccc2c(c1)OCCO2 (stereo unspecified)
-4.8	Cc1cc(C)c(S(=O)(=O)Nc2ccc(OCC(=O)O)cc2)c(C)c1
2.6	O=C(COC(=O)c1ccccc1Br)NCCc1ccc(F)cc1
-5.0	CN(C(=O)CSc1nccc(=O)[nH]1)C1CCCCC1
1.8	COC(=O)c1ccc2c(c1)c(-c1ccccc1)c(-c1ccccc1)n2C
-4.8	O=S(=O)(c1ccc2ccccc2c1)N1CCN(c2ccc(O)cc2)CC1
-0.3	COc1ccc(OC)c(NC(=O)c2ccc3c(c2)C(=O)N(c2ccc(OC(C)=O)cc2)C3=O)c1
1.4	COc1ccc(C(=O)C[n+]2cccc3cc(OC)ccc32)cc1
1.3	COc1ccc(CCNC(=O)CCCCCN2C(=O)[C@@H]3Cc4ccccc4CN3C2=O)cc1OC
-0.3	CCC1(C)Cc2c(sc3c2c(=O)n(C)c2nnc(SCC(=O)c4ccccc4)n32)CO1 (stereo unspecified)
3.6	NS(=O)(=O)c1ccc(N2C(=O)C3C4CC(C(Br)C4Br)C3C2=O)cc1 (stereo unspecified)
-1.3	Cc1nc(N2CCN(c3ccccn3)CC2)c2c(C)c(C(=O)Nc3ccc(F)cc3F)sc2n1
-0.4	CC(NC(=O)c1cc2ccccn2n1)c1ccccc1 (stereo unspecified)
-1.6	O=C(O)CCc1nnc2n(Cc3ccc(F)cc3)c(=O)c3ccccc3n12
-0.7	Cc1nn(CC(=O)Nc2ccc3c(c2)OCO3)c(C)c1[N+](=O)[O-]
2.6	CCOc1cc(OCC)cc(C(=O)Nc2cccc(C(C)=O)c2)c1
3.7	COCCN(C(=O)COC(=O)CCOc1cccc(C)c1)c1c(N)n(Cc2ccccc2)c(=O)[nH]c1=O
-4.0	O=C(NCC(O)CO)c1csc(Nc2cccc3ccccc23)n1 (stereo unspecified)
1.5	CC1=NOC(=O)/C1=C\c1ccc(-c2ccc(Br)cc2C(=O)O)o1
0.5	CC(=O)Nc1ccc(NC(=O)CCOc2ccccc2C)cc1
-1.3	Cc1cccc(NS(=O)(=O)c2ccc(C)c(C(=O)NCC(c3ccccc3)N(C)C)c2)c1 (stereo unspecified)

Later entries
TbREL1 inh	canonical_smiles
8.7	O=C(CCC(=O)c1ccc(F)cc1)OCc1nnc(-c2ccc([N+](=O)[O-])cc2)o1
5.5	C=C(C)COc1ccc2c(C)c(CCC(=O)NC3CC3)c(=O)oc2c1
1.9	O=C(COc1ccc(Cl)cc1Cl)N/N=C/CCc1ccccc1
3.7	COc1ccc(-n2ncc3c2CC(C)(C)CC3NC(=O)c2ccoc2C)cc1 (stereo unspecified)
-0.5	CC1(c2ccccc2)CCC(=O)NC1 (stereo unspecified)
-1.8	CCN(CC)C(=O)c1c2c(nc3ccccc13)-c1ccccc1CC2
5.7	CC(C)(C)OC(=O)C[C@H]1C/C=C\C[C@H](CC(=O)NCCO)C(=O)NC[C@H](c2ccccc2)OC1=O
-1.6	O=C(O)c1cc(-c2ccc3c(c2)OCO3)nc2ccc(Br)cc12
-0.1	Cc1ccccc1-c1cc(=O)c2ccccc2o1
-0.4	COC(=O)c1cc(NC(=O)Nc2ccccc2OC)cc(C(=O)OC)c1

The final 3 records of the section before are carried over, then new ones follow:
TbREL1 inh	canonical_smiles
-1.6	O=C(O)c1cc(-c2ccc3c(c2)OCO3)nc2ccc(Br)cc12
-0.1	Cc1ccccc1-c1cc(=O)c2ccccc2o1
-0.4	COC(=O)c1cc(NC(=O)Nc2ccccc2OC)cc(C(=O)OC)c1
2.8	O=C(CN1CCOCC1)n1c2c(c3ccccc31)CCCC2
1.2	Cc1ccc(Sc2c(C(=O)Nc3ccc(F)cc3F)c(C(F)(F)F)nn2C)cc1
2.0	CC(=O)NCc1cccc(CNC(C)=O)n1
2.0	O=C1OCc2cc(NC(=O)C3COc4ccccc4O3)ccc21 (stereo unspecified)
4.3	COc1ccc(CC(=O)O/N=C(\N)Cc2ccc([N+](=O)[O-])cc2)cc1
7.2	Cc1cc(C)nc(NC(=O)CSc2ccccn2)n1
6.7	Cc1c(NC(=O)OCc2ccccc2)c(=O)n(-c2ccccc2)n1C
-0.7	c1ccc2nc(-c3ccncc3)ccc2c1
1.7	COc1ccc(NC(=O)Cn2nnc(C(=O)NCc3ccc(C)cc3)c2N)cc1Cl
0.7	Cc1ccnc(N2CCC(C(=O)Nc3ccc4c(c3)CCC4)CC2)n1
1.0	CN1C(=O)C(=O)N(CC(=O)N2CCc3ccccc32)C1=O
7.4	Cc1cc(C)cc(OCc2ccc(C(=O)N3N=C(C(F)F)CC3(O)C(F)F)o2)c1 (stereo unspecified)
1.4	Cc1ccc2nc(SCC(=O)Nc3c(F)cccc3F)[nH]c2c1
0.9	O=C(NC(=S)Nc1ccc2oc(=O)ccc2c1)c1cccc(Cl)c1
0.7	COc1ccc(/C=C/C(=O)Nc2ccc3c(c2)CCC3)cc1OC
-4.8	COc1ccc(N2CCN(C(=O)COC(=O)c3ccc(OC(F)F)cc3)CC2)cc1
-0.6	CNc1cc(C)nc(-n2nc(C)cc2C)n1
1.3	O=C1[C@@H]2CSCN2C(=O)CN1CCc1cccc(F)c1
-6.8	COC(=O)[C@]12C[C@H](CC(=O)NCc3ccc(C)o3)C(=O)N(Cc3cccc4ccccc34)C1=C[C@H](COCc1ccccc1)O[C@@H]2C
-1.6	CC[C@@]12C(=O)N(c3cccc(Cl)c3)C(=O)N1[C@H](c1cccc(C)c1)[C@@H]1C(=O)N(Cc3ccccc3)C(=O)[C@@H]12

Some of the entries so far, with bars between the fields:
Compound | TbREL1 inh
O=C(NC(=S)Nc1ccc2oc(=O)ccc2c1)c1cccc(Cl)c1 | 0.9
COc1ccc(/C=C/C(=O)Nc2ccc3c(c2)CCC3)cc1OC | 0.7
COc1ccc(N2CCN(C(=O)COC(=O)c3ccc(OC(F)F)cc3)CC2)cc1 | -4.8

(listing goes on)
TbREL1 inh	canonical_smiles
2.3	CCCCn1nnnc1SCC(=O)c1ccc(C)c(C)c1
-2.4	CC(C)C[C@H]1CN(CCCC[C@H]2CNC(=O)C(=O)N2CCc2ccccc2)C(=O)C(=O)N1Cc1ccccc1
2.8	O=C(NCc1ccccc1)C1CCN(S(=O)(=O)c2cccc3cccnc23)CC1
-1.5	COCCn1c(SCC(=O)NC2(C#N)CCCCC2)nc2ccccc2c1=O
1.1	CCN1C(=O)/C(=C/C2=Cc3ccccc3OC2C)SC1=S (stereo unspecified)
-5.8	COc1ccc(CN2C(=S)NC(C)(C)CC2(C)O)cc1 (stereo unspecified)
0.7	COCc1cc(=O)n2[nH]c(C(F)(F)F)nc2n1
-1.8	COc1ccc(C(C)NC(=O)c2cccc([N+](=O)[O-])c2)cc1OC (stereo unspecified)
0.5	Cc1ccccc1C(=O)N1CCC(C(=O)OCc2ccccc2Cl)CC1
1.3	CC(C)(C)CNC(=O)c1cc2c(Br)ccc(Br)c2nc1N
-4.6	COc1ccc(-n2c(SCC(=O)NNC(=S)Nc3ccccc3)nc3ccccc3c2=O)cc1
2.2	CCS(=O)(=O)c1ccc2oc(SCC(=O)c3c(N)n(C4CC4)c(=O)[nH]c3=O)nc2c1
0.0	CSc1nc2ccc(NC(=O)C3CC(=O)N(Cc4ccco4)C3)cc2s1 (stereo unspecified)
2.7	Cc1ccc(NC(=O)CSC(C)C(=O)OC(C)C(=O)NC2CCCCC2C)cc1 (stereo unspecified)
-0.3	CCOc1ccccc1NC(=O)CSc1ncnc2c1oc1ccccc12
-3.2	COc1cccc(C(=O)N/N=C/c2cn[nH]c2-c2ccc(OC)cc2OC)c1
-0.2	CCC(OC(=O)c1ccco1)C(=O)NCc1ccc(OC)cc1 (stereo unspecified)
1.0	O=C(COC(=O)c1ccccn1)NNC(=O)c1ccc(Br)cc1
2.2	Cc1cc(Br)c2c(c1)=C(c1sc(N3CCCCCC3)nc1O)C(=O)N=2
-0.7	COc1ccc(CC(=O)Nc2nc(OCC(F)(F)F)cnc2-c2ccc(Cl)cc2Cl)cc1
-0.3	CSc1ccccc1NC(=O)CN(C)Cc1ccc(Br)cc1
-4.6	Cc1ccc(S(=O)(=O)NCC(=O)OCC(=O)c2cc(C)n(-c3ccccc3)c2C)cc1
-1.7	C/C=C/C=C/C(=O)N1CC2(CC(c3cccc(NC(=O)CCCCC)c3)=NO2)C[C@H]1C(N)=O (stereo partly specified)
1.2	O=C(O)C1CCN(S(=O)(=O)N2CCOCC2)CC1
-0.1	COc1ccc(C(C(=O)NC2CCCCC2)N(Cc2cccs2)C(=O)Cc2c[nH]c3ccccc23)cc1OC (stereo unspecified)
3.4	O=S(=O)(c1ccc(Cl)cc1)N1CCN(CCc2ccccc2)CC1
1.1	Cn1ccnc1SCC(=O)c1cccc(Br)c1
1.4	O=C(NC(C(=O)O)c1ccccc1)c1ccccc1 (stereo unspecified)
0.6	CC(NO)C(C)(C)NO (stereo unspecified)
5.1	Cc1cccc(C(=O)N2CCCC(Nc3ccc(F)c(F)c3)C2)n1 (stereo unspecified)
-1.1	COc1cccc(C(=O)Nc2cc(C)c3c(=O)oc4ccccc4c3n2)c1
1.0	O=C(CSc1nc(-c2ccccc2)nc2ccccc12)Nc1cccc(C(=O)O)c1
-1.3	Cc1cc(Nc2ccc(F)cc2C)n2nc(C)nc2n1
2.1	Cc1oc2c(c(=O)c1C)C(=O)CC(c1ccccc1)C2 (stereo unspecified)
-1.2	C[C@H]1[C@H](NC(=O)c2ccc(Cl)c(C(F)(F)F)c2)CC[C@@]23CCCN2C(=O)CCC[C@@H]13
-2.8	CCOc1ccc(C(C(=O)NCC2CCCO2)N(Cc2cccs2)C(=O)c2snc(C(N)=O)c2N)cc1 (stereo unspecified)
-2.9	O=C(C1=C[C@@H](C2CC2)C[C@@H](OCc2ccc(CO)cc2)O1)N1CCN(Cc2ccc3c(c2)OCO3)CC1
3.0	CCC(N=c1cc(-c2ccc(OC)c(OC)c2)oc2ccc(C)cc12)C(=O)O (stereo unspecified)
-5.9	COc1ccc(S(=O)(=O)Oc2cccc(C(=S)N3CCOCC3)c2)cc1
-0.1	Cc1nn(C)c(C)c1CN(C)S(=O)(=O)c1ccc(F)cc1
3.9	COc1ccc(CNC(=O)[C@@H](Cc2ccccc2)NC(=O)[C@H]2O[C@@H](n3cnc4c(=O)[nH]c(N)nc43)[C@H](O)[C@@H]2O)cc1
0.5	CCOC(=O)c1ccc(NS(C)(=O)=O)cc1
4.0	Cc1ccc(O)c(C(=O)c2cnc3c(c2)COc2ccc(C)cc2-3)c1
-5.2	O=C(C[C@H]1C[C@H](C(=O)N2CCOCC2)[C@@]2(CCC3CCCC3)c3[nH]c4cc(-c5ccco5)ccc4c3CCN2C1=O)NCCCn1ccnc1
1.6	CNC(=O)c1nn(-c2ccccc2)ccc1=O
